# Screening results from PubChem.
# ASM inhibitor – blocks human secretory acid sphingomyelinase; P17405; placental ASM, HMU-PC fluorogenic substrate, 60 min; Potency, µM (top dose mostly 57.5 µM), without a hit: at the top dose activity change, negative = inhibition, most hits filed as inhibitors; 340,000 tested, 0.006% active; AID 504937; further: potency means the concentration at half of the fitted maximal effect
#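 HMU-PC0 cleavage (9 uM final) by human placental ASM, 60 min at 37 °C following 10 min compound exposure at RT; stopped at pH 10, fluorescence Ex 386/Em 447 nm.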
# PKM2 activator – PKM2 (human) enzyme activation; purified PKM2, Kinase-Glo ATP luminescence, activation; response scale: 0% is enzyme alone, no compound; Potency, µM (doses to about 57.5 µM), for inactives: at the top dose activation, actives largely listed as activators; 260,000 tested, 0.34% active; further: potency means the concentration at half of the fitted maximal effect; on the % scale 0 is the no-effect control and ±100 the full control effect; nearly all actives have a fitted effect of over 55% in size
#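 ATP formation by purified human PK-M2, quantified via coupled luciferase luminescence after 1 h at room temperature with 0.1 mM ADP and 0.5 mM PEP final.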
# BCR signal inh – chronic active BCR signaling inhibition | AID 493014 | ABC-DLBCL IkBa-CBG/CBR reporter, luminescence ratio, 4 h | Potency, µM (titrated, usually from 46.1 µM), for the others: at the highest dose ratio change, negative = lower green/red ratio, hits mostly inhibitors | 340,000 tested, 0.05% active; active means well fitted inhibition curve with a large enough effect in the signal ratio, with a control signal flat, not every such curve was filed as active; inconclusive means small, poorly fitted or top-dose-only effect, or effect the other way, or a change in a side signal; the % refers to the signal ratio;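 further: potency means the concentration at half of the fitted maximal effect; plate controls were basal doxycycline-induced cells for no effect and cells given 10 µM MG132 for full effect; MG132 reads +100%, hits lower the ratio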
#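 Doxycycline induced both beetle luciferases in TMD8 lymphoma cells; IKK-driven degradation limits the IkappaBalpha-fused green signal, while red luminescence normalises for cell number and nonspecific effects. Compounds tested up to 46 uM, 4 hrs.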
# Mito fusion act – mitochondrial division inhibition or fusion activation | S. cerevisiae fusion-defective mutant growth rescue, CellTiterGlo 48 h | Potency, µM (highest dose often 46.1 µM), without a hit: at the highest dose growth rescue (activation), most hits filed as activators | 320,000 tested, 0.23% active | AID 485298;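 further: potency means the concentration at half of the fitted maximal effect; % of control where 0% means no effect; nearly all actives have a fitted effect of over 45% in size; temperature-sensitive fusion mutants such as fzo1-1 at 37 °C on non-fermentable ethanol glycerol medium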
#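 Compounds are tested for their ability to restore growth of mitochondrial fusion-defective yeast strains at non-permissive 37C in YPEG medium over 48 hours. Viability is quantified by luciferase luminescence.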
# KCNH2 WT inh – blocks the wildtype human KCNH2 potassium channel; Q12809; U2OS, BacMam KCNH2, thallium flux FluxOr; active compounds read low; activity change, % at 1.84 µM; 340,000 tested, 0.37% active;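 active means maximum activity change below -70%; inconclusive means maximum activity change between -70% and -50%; inactive means maximum activity change above -50%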; further: on the % scale 0 is the no-effect control and ±100 the full control effect
#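 U2OS cells were transduced with wild-type KCNH2 virus (2.03 x 10^8 / mL) for 4 h at room temperature, then cultured overnight at 37 C. Thallium flux was read with FluxOr dye. Rate constants were normalized to DMSO controls.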
# USP2a inh – USP2a (human) protease inhibition. O75604. 330,000 tested, 0.01% active. USP2 core, Ub-CHOP2 coupled fluorogenic reporter, 485/531. Potency, µM (series often up to 38.3 µM), for the others: at the highest dose activity change, negative = inhibition, hits mostly inhibitors. AID 463254;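 further: potency means the concentration at half of the fitted maximal effect; plate controls were DMSO wells for no effect and full inhibition by NEM control for full effect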
#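 Cell-free coupled assay: 10nM USP2 core preincubated 30min RT with compound in Tris-HCl pH 8.0/CaCl2/CHAPS buffer, then 25nM Ub-CHOP2 and 25nM reporter substrate; fluorescence (Ex 485/Em 531) read after 60min RT, normalized to NEM inhibition, concentration-response curves fitted.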
# MBNL1-CUG inh – blocks human MBNL1 binding to CUG repeat RNA | Q9NR56 | TR-FRET MBNL1-His/biotin-(CUG)12 binding, 665/545 ratio | Potency, µM (top dose mostly 57.5 µM), for inactives: top-dose activity change, negative = inhibition, most hits filed as inhibitors | 280,000 tested, 0.036% active; active means well fitted inhibition curve with a large enough effect in the signal ratio, with a control signal flat, not every such curve was filed as active; inconclusive means small, poorly fitted or top-dose-only effect, or effect the other way, or a change in a side signal; inactive means no such curve, though single readings can be large or run the other way; the % refers to the signal ratio; further: potency means the concentration at half of the fitted maximal effect; on the % scale 0 is the no-effect control and ±100 the full control effect
# Target sequence (Q9NR56 whole entry, looked up): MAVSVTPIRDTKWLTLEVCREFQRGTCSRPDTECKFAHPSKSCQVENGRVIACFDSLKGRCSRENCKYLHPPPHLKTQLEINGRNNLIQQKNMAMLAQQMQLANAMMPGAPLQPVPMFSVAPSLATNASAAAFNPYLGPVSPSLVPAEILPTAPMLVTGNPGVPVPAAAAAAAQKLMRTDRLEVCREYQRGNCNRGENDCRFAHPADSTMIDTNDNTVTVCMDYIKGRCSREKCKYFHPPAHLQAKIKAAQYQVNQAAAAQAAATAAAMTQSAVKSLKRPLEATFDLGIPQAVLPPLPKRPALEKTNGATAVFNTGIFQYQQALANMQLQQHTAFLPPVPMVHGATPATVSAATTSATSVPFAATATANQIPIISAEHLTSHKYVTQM
#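 TR-FRET readout: Ex 340 nm, 665/545 nm emission ratio, normalized to buffer-only (basal) and MBNL1-(CUG)12 controls. Complex of MBNL1-His with Biotin-(CUG)12, compounds 92 nM–58 uM, incubated 60 min at room temperature.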
# Eya2 phos inh – blocks the phosphatase activity of human Eya2 | O00167 | recombinant Eya2, OMFP fluorescence dephosphorylation (OMFP is methylfluorescein phosphate) | Potency, µM (titrated, usually from 76.9 µM), without a hit: at the top dose activity, negative = inhibition, actives largely listed as inhibitors | 330,000 tested, 0.006% active | AID 488837; further: potency means the concentration at half of the fitted maximal effect; on the % scale 0 is the no-effect control and ±100 the full control effect
#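 Eya2 protein (added as 0.2 uM solution) was preincubated with compound for 10 min at ambient temperature in 50 mM HEPES pH 7.5, 50 mM NaCl, 5 uM MgCl2, 0.05% BSA, 1 mM DTT. OMFP (added at 50 uM) then reacted 10 min; fluorescence read at 485/525 nm.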
# TSHR antag – blocks TSH signaling through the human TSH receptor; P16473; TSHR-expressing cells, TSH-stimulated cAMP HTRF, 2 h; active compounds read low; activity change, negative = inhibition, % at 11.5 µM; 330,000 tested, 0.2% active; AID 504810;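 active means activity change below a set negative limit, meaning inhibition stronger than a set level, cut at about -70% in these data; inconclusive means activity change between two set negative limits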; further: on the % scale 0 is the no-effect control and ±100 the full control effect
# Target sequence (P16473 whole entry, looked up): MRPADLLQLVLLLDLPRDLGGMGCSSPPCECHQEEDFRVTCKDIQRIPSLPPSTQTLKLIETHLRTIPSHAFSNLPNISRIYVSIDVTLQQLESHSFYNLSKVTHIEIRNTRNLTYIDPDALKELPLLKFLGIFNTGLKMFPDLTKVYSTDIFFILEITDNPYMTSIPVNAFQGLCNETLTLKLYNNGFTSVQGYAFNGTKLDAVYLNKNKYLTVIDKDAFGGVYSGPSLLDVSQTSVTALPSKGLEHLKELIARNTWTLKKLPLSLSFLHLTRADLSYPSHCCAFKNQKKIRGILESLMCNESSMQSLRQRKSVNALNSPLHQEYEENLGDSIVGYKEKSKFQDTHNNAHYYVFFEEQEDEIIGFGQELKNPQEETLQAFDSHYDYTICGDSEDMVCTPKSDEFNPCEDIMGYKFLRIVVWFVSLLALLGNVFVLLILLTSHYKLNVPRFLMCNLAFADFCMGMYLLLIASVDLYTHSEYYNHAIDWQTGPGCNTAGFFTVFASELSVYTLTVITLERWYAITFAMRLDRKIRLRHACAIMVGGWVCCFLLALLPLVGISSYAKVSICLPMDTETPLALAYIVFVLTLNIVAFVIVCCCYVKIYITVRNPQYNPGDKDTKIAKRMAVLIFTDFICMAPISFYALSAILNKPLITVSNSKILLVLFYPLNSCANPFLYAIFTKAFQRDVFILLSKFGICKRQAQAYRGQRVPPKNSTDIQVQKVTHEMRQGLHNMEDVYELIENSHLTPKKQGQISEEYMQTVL
#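 Inhibition of cAMP made by TSHR-expressing cells under TSH stimulation (4nM final, EC80; 2 h, 37 deg C) is quantified with a one-step lysis HTRF kit, anti-cAMP cryptate versus cAMP-d2.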
# GALK inhibitor – inhibitors of human galactokinase. Purified GALK, Kinase-Glo residual ATP luminescence. 270,000 tested, 0.007% active. Potency, µM (titrated, usually from 57.5 µM), without a hit: top-dose activity change, negative = inhibition, usual class: inhibitors. P51570; further: potency means the concentration at half of the fitted maximal effect; on the % scale 0 is the no-effect control and ±100 the full control effect
#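 ATP-depletion format; final 35 uM ATP, 100 uM D-galactose, 5 nM enzyme; pH 8.0 HEPES/Mg2+ buffer; 60 min RT; luminescence read 10 min after detection reagent.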
# Menin MLL FP TR – inhibitors of human menin-MLL interaction, mutant MLL peptide. Potency, µM (top dose mostly 61.6 µM), for the others: at the highest dose FP activity change, negative = inhibition, usual class: inhibitors. 270,000 tested, 0.23% active. O00255. Menin + Texas Red MLL mutant peptide, fluorescence polarization. AID 1768; active means well fitted inhibition curve with a large enough effect in the polarisation, with a control signal flat, not every such curve was filed as active; inconclusive means small, poorly fitted or top-dose-only effect, or effect the other way, or a change in a side signal; inactive means no such curve, though single readings can be large or run the other way; the % refers to the polarisation; further: potency means the concentration at half of the fitted maximal effect; % of control where 0% means no effect; many of its hits are not listed in these tables
# Numbers without * were called inactive; ? = inconclusive; nt = not tested or not shown; [ ] = remark or other dose. Unless noted, the call rests on the fitted dose curve; in most records, active means well fitted curve in the direction sought with a large enough effect; inconclusive means small, poorly fitted or top-dose-only effect, or another doubt; inactive means no such curve, though single readings can be large; an effect the other way counts as inactive or inconclusive. Not all compounds are listed; rates above refer to the full screens.
# The line under a structure holds: ASM inhibitor	PKM2 activator	BCR signal inh	Mito fusion act	KCNH2 WT inh	USP2a inh	MBNL1-CUG inh	Eya2 phos inh	TSHR antag	GALK inhibitor	Menin MLL FP TR
COCCCNC(c1ccccc1)c1ccncc1 (stereo not drawn)
→ 2%	-3%	4%	-5%	11	0%	2%	2%	1	9%	16%
Cc1nc2c(-c3ccc(F)cc3)c(C)nn2c(C)c1CCC(=O)N1CCOCC1
→ -1%	5%	-2%	0%	-7	1%	3%	23%	-12	2%	1%
CSc1ccccc1NC(=O)CSCc1ccc(Br)cc1
→ -1%	-2%	-3%	3%	1	3%	3%	6%	-17	-3%	2%
CC(=O)Nc1ccc(SCC(=O)OCC(=O)NC(=O)NCCC(C)C)cc1
→ 2%	-7%	1%	2%	6	1%	-13%	4%	-14	-2%	3%
CC(C)CNC(=O)CCc1nc(-c2ccccc2)no1
→ -4%	0%	?	-2%	-2	1%	nt	14%	-1	-2%	nt
CCOc1ccc(/C=N/NC(=O)NC23CC4CC(CC(C4)C2)C3)cc1O
→ ?	-1%	-13%	0%	48	-4%	11%	-19%	-11	1%	0%
CCc1cc2cccc(C)c2nc1SCC(=O)NC1CCCC1
→ -1%	-1%	10%	12%	-6	-1%	0%	1%	-7	-2%	2%
CCOC(=O)c1ncn2c1C(=O)OC2(C)C
→ 1%	-1%	1%	4%	-1	-2%	7%	2%	-4	9%	6%
CC(Oc1ccc2c(-c3ccccc3)cc(=O)oc2c1)C(=O)NC(Cc1c[nH]c2ccc(O)cc12)C(=O)O (stereo not drawn)
→ -3%	4%	-13%	4%	9	-2%	?	-4%	-7	nt	17%
NC(=O)C(c1ccc(F)cc1)c1ccc(C(=O)c2ccccc2)cc1 (stereo not drawn)
→ -4%	nt	?	5%	-2	4%	-5%	6%	-5	0%	13%
N/C(=N\OC(=O)/C=C/c1ccccc1)c1cccnc1
→ 3%	-9%	?	-2%	nt	1%	?	6%	-1	-1%	3%
CC(C)(C)c1nc(N)nc(=O)[nH]1
→ 3%	-14%	?	-3%	-4	1%	-7%	-20%	28	3%	nt
Cc1cccc(NC(=O)c2cccc(S(=O)(=O)N3CCc4ccccc4C3)c2)n1
→ -2%	nt	?	?	19	1%	nt	-10%	-21	nt	nt
C=CCn1cc(C(=O)N2CCN(CC)CC2)c(=O)c2cc(S(=O)(=O)N(CC)CC)ccc21
→ 7%	nt	4%	3%	31	3%	1%	8%	0	0%	-8%
CC(=O)Nc1ccc(NC(=O)C(C)OC(=O)c2ccc(S(=O)(=O)N3CCCCC3)cc2)cc1 (stereo not drawn)
→ -1%	nt	4%	nt	-4	-2%	nt	-2%	8	nt	nt
CC1(C)CC(C(CC(=O)N2CCCC2)Cc2ccccc2)CCO1 (stereo not drawn)
→ 3%	-12%	5%	0%	4	5%	0%	-6%	13	-1%	-15%
COc1ccc(C2CC(c3cccs3)=NN2C(=O)c2ccccc2)cc1OC (stereo not drawn)
→ -5%	nt	-8%	-4%	6	-1%	13%	-7%	-2	0%	?
Cc1ccc(CN2CCN(Cc3cc(=O)c4ccccc4[nH]3)CC2CCO)o1 (stereo not drawn)
→ -2%	5%	?	0%	-118*	2%	-2%	-1%	6	0%	-13%
CCCC(C(=O)NC1=NCCS1)c1ccccc1 (stereo not drawn)
→ -1%	-4%	9%	17%	-2	1%	0%	-13%	6	7%	5%
CC(=O)N1CCN(c2ccccc2NC(=O)c2cc(Br)ccc2Cl)CC1
→ 2%	3%	?	11%	-1	0%	0%	21%	1	-1%	3%
CCOC(=O)Cc1csc(SCC(=O)Nc2cc(Cl)ccc2Oc2ccccc2)n1
→ -7%	-1%	4%	8%	-8	1%	1%	-16%	-14	1%	nt
CCN1CCN(c2ccc(S(=O)(=O)N3CCCCC3)cc2NC(=O)COc2cc(C)ccc2Cl)CC1
→ -3%	nt	?	9%	4	-5%	nt	7%	4	nt	nt
COCCCn1c(CCC(=O)O)ccc1-c1ccc(F)cc1
→ nt	4%	-4%	2%	-3	0%	10%	-12%	-4	-1%	13%
CCOc1ccccc1N=Nc1c(C)[nH]n(-c2ccccc2)c1=O
→ 0%	0%	10%	-1%	-19	0%	0%	5%	10	5%	5%
Cc1cc(C(=O)CCC(=O)N(C)CC(=O)Nc2ccc(OC(F)(F)F)cc2)c(C)s1
→ nt	nt	-3%	-2%	-5	1%	nt	7%	-3	nt	nt
Cc1c(NC(=S)N/N=C/c2ccc(Br)cc2)c(=O)n(-c2ccccc2)n1C
→ -3%	-1%	?	-3%	4	-2%	-5%	-26%	-4	nt	nt
COc1cc(OC)cc(C(=O)NC2=NCCS2)c1
→ 1%	-7%	?	3%	-5	-5%	-9%	-7%	12	2%	-3%
O=C(O)c1cccc(NS(=O)(=O)c2ccc(-c3ccc(S(=O)(=O)Nc4cccc(C(=O)O)c4)cc3)cc2)c1
→ -15%	5%	2%	-2%	-8	-1%	-8%	12%	-8	-2%	8%
CSC1=C(C#N)C(c2cccs2)CC(=O)N1C (stereo not drawn)
→ nt	-2%	1%	-1%	nt	0%	18%	-10%	-5	0%	18%
COc1cc(OC)c2c(c1C(CCN1CCOCC1)c1ccc(N(C)C)cc1)OC(=O)CC2c1ccc(N(C)C)cc1 (stereo not drawn)
→ -3%	-1%	-4%	-28%	8	-1%	-2%	-9%	2	0%	-29%
Cc1ccc(OC(=S)Nc2ccc(F)cc2)cc1
→ 5%	2%	13%	21%	1	0%	-2%	-17%	-7	-2%	-3%
CC(C)c1ccc(/C=C2\NC(=S)N(Cc3cccnc3)C2=O)cc1
→ 6%	-2%	0%	-2%	9	1%	-1%	3%	0	9%	-13%
Nc1nonc1-n1nnc(C(=O)N/N=C/c2cc(Br)ccc2O)c1CSC1=NCCS1
→ -16%	5%	-14%	0%	-9	-9%	-5%	1%	-50	0%	?
O=C(COC(=O)CCC1CCCC1)Nc1cc(S(=O)(=O)N2CCOCC2)ccc1Cl
→ -3%	nt	2%	21%	2	-5%	nt	-39%	0	nt	nt
COc1ccc(N2CCN(C(=O)CCS(=O)(=O)c3ccc4c(c3)NC(=O)C(C)S4)CC2)cc1 (stereo not drawn)
→ 0%	1%	0%	6%	0	0%	5%	9%	-8	0%	-19%
COC(=O)c1nc(NC(=O)c2ccccc2Cl)n[nH]1
→ 1%	-15%	?	-5%	20	1%	5%	3%	-1	0%	nt
COc1cccc(/C=N/NC(=O)CNC(=O)COc2cccc(C)c2)c1O
→ 34%[activator]	-11%	-7%	-2%	24	2%	-2%	4%	6	6%	nt
Cn1c(SCC(=O)Nc2ccc(NC(=O)c3ccccc3)cc2)nnc1-c1ccncc1
→ -1%	-9%	-2%	-5%	10	0%	-1%	0%	-5	-5%	-6%
S=C(NCc1ccccc1)NCc1ccccn1
→ 3%	0%	5%	-6%	2	2%	-20%	-1%	-5	nt	nt
Cc1cc(-n2c(SCc3ccccc3F)nc3n[nH]c(C)c3c2=N)ccc1Cl
→ ?	-6%	22%	1%	-4	-7%	-3%	-9%	1	2%	?
CCOC(=O)Cc1nnc(Nc2ccc(C)cc2)c2ccccc12
→ 0%	9%	?	11%	8	-2%	-1%	-5%	-2	0%	4%
O=C(Cc1ccc(F)cc1)N1CCN=C1SCc1ccc([N+](=O)[O-])cc1
→ 0%	4%	-1%	21%	18	5%	4%	-1%	-10	0%	6%
Cc1nc2[nH]c(=S)n(C)c(=O)c2nc1C
→ 28%	-9%	3%	9%	0	3%	9%[11.5 µM]	3%	0	nt	-1%
COc1ccc(S(=O)Cc2ccc(C(=O)NCc3cccc(OC)c3)o2)cc1 (stereo not drawn)
→ -1%	nt	?	0%	-1	5%	5%	-9%	-7	-4%	nt
COc1ccc(CCNC(=O)c2ccc3c(c2)NC(=O)CS3)cc1OC
→ -1%	nt	3%	2%	-5	1%	1%	1%	-15	-2%	?
COc1ccc(NC(=O)CSc2nc3ncccc3[nH]2)cc1OC
→ 4%	-1%	-1%	-2%	1	4%	-5%	3%	11	0%	2%
